# Compound activity deposited in PubChem by several laboratories.
# Autophagy HCS: autophagy modulation, high-content screen; MEF GFP-LC3 puncta imaging; test concentration mostly 10 µM; AID 463193; 190,000 compounds, 0.98% hits; calls only at 10 µM (by protocol);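 active = percentage of spot-positive cells more than 3 SD above its plate mean, without a fluorescence outlier flag or 80% toxicity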;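 note: spot-positive cell cutoff set from DMSO-treated cells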
# M17LAP inhibition: P. falciparum M17LAP inhibitors, primary screen, biochemical, fluorogenic H-Leu-NHMec substrate, 1536-well (AID 1619); inhibition, % at 30 µM; hits with a dose series show IC50 in µM; 220,000 compounds, 0.38% hits; recombinant M17LAP, H-Leu-NHMec fluorogenic kinetic assay; higher % means a stronger effect;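 active = compound inhibiting the enzyme by more than half at any dose during confirmatory dose-response retesting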;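 note: plate controls were full reaction with DMSO carrier for no effect and no enzyme background for full effect; strong numbers were not always called active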
# Insulin prom up: MIN6 insulin promoter up-regulation; MIN6 insulin promoter-GFP reporter, high-content imaging; stronger effect = higher value; z-score at 5 µM; 190,000 compounds, 0.3% hits;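 active = z-score above 3 at 5 µM with at least 500 cells counted in the well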
# bCat nuc transl: alters nuclear translocation of beta-catenin in HeLa cells; immunofluorescence imaging; nuclear translocation activity, % at 5 µM; 190,000 compounds, 0.3% hits; AID 1665;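 active = nuclear translocation activity above 50% at 5 µM, with a well cell count of 50 or more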;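 note: per-cell ratio of nuclear to cytoplasmic median beta-catenin stain intensity; plate controls were DMSO negative control for no effect and GSK-3 inhibitor IX positive control for full effect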
#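 System: HeLa cells, endogenous beta-catenin; compound dosing: 5 µM primary single dose, 0.1% DMSO, 0.02–20 µM confirmation series; incubation: 24 h compound exposure at 37°C, 5% CO2; signal: beta-catenin immunofluorescence imaging with DAPI; evaluation: % activation, nuclear-to-cytoplasmic median beta-catenin signal ratio per cell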
# Dynein transport: dynein cargo transport inhibition. 3617.4 mouse cells, GR-EGFP nuclear translocation imaging; test concentration mostly 20 µM; stimulated with dexamethasone, 1 µM; stronger effect = lower value. z-score, hits read low. 220,000 compounds, 0.47% hits;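 active = plate z-score of nuclear minus cytoplasmic receptor signal below a set negative limit, without overly bright fluorescence or cell loss, cut at about -3.5 in these data, passing the limit was not always enough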;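 note: z-score of nuclear minus cytoplasmic ring GR-EGFP intensity difference per well; some compounds called inactive have numbers as strong as hits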
#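 Buffer or medium: Induction medium lacking tetracycline, stripped serum | Also added: Dexamethasone agonist, 1.0 µM final, for 30 min | Timing: 48 h induction, 1 h compound, 30 min dex at 37 °C | Detection: Formaldehyde fixation, Hoechst nuclear stain, 10x automated fluorescence imaging | Measure: Nuclear versus cytoplasmic GR-EGFP signal, averaged per well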
# MT stabilize HCS: stabilizes microtubules in HeLa cells. 200,000 compounds, 0.83% hits. HeLa tubulin immunostaining HCS, 24 h; share of cells brighter than vehicle mean+2SD. % tubulin-high responders, % at 10 µM;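 active = plate Z-score above 3 for both tubulin-high and condensed-nucleus cell shares, with cell loss under 80%, at 10 µM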;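 note: anti alpha tubulin signal scored within the nucleus-defined area of each cell; some results filed as inactive read as strong as hits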
# NOD1 NF-kB reporter: NOD1 signaling inhibitors, primary screen, cell-based, luminescence, uHTS (AID 1578); inhibition, % at 4 µM; hits with a dose series show EC50 in µM; 290,000 compounds, 1% hits; NOD1-driven NF-kB luciferase reporter cells, luminescence; higher % means a stronger effect; in the data active = inhibition mostly above about 36%, no sharp cut-off; inactive = mostly below about 34%;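 note: HEK-293T reporter cells stimulated with the NOD1 agonist gamma-tri-DAP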
# Yfh1-off respiration: enhancers of respiration in Yfh1-depleted yeast, dose response, Friedreich's ataxia, plus single-dose screen (AID 1465) | fold induction at 50 µM, or EC50 in µM where a hit was titrated | S. cerevisiae Yfh1-off respiration, WST-1 reduction, 72 h; higher fold induction means a stronger effect | 220,000 compounds, 0.074% hits;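 active = fold induction of absorbance versus untreated yeast above a set limit, then at least 30% activation at any dose in follow-up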;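 note: activators that raise dye reduction in frataxin-depleted yeast; strong numbers were not always called active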
# HEK293 NOD2/NF-kB: NOD2 signaling inhibitors, cell-based, luminescence, uHTS, HEK293 (AID 1566) | HEK293 NOD2/NF-kB luciferase reporter, luminescence; higher % means a stronger effect | inhibition, % at 4 µM; hits with a dose series show EC50 in µM | 290,000 compounds, 0.63% hits; in the data active = inhibition above about 50%; note: many of its hits are not listed in these tables
# Dynein transport cytoplasmic EGFP: further read-out of Dynein transport, marked with its call; z-score; measured here: cytoplasmic GR-EGFP intensity; stronger effect = higher value
# Dynein transport nuclear GR-EGFP: second read-out of Dynein transport, no call of its own (marks repeat the call); z-score; measured here: nuclear GR-EGFP intensity;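 lower value marks the stronger effect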
# Dynein transport cell count: also measured in Dynein transport; calls as there; z-score; measured here: cell count per field
# Insulin prom up cell count: second read-out of Insulin prom up, no call of its own (marks repeat the call); cell count; measured here: cytotoxicity, nuclei count;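 total cells summed across four imaged fields per well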
# bCat nuc transl cell count 5 µM: recorded beside bCat nuc transl, whose call it bears; cell count; measured here: cell count, cytotoxicity flag
# MT stabilize HCS Hoechst-high %: recorded beside MT stabilize HCS, whose call it bears; % Hoechst-high responders; measured here: nuclear condensation Hoechst responders;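 share of cells brighter than vehicle mean plus two SD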
# MT stabilize HCS cytotoxicity %: also measured in MT stabilize HCS; calls as there; toxicity, %; measured here: cytotoxicity by cell density;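 0% = mean cell density of plate MIN control wells and 100% = no cells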
# Autophagy HCS cell loss 18 h: recorded beside Autophagy HCS, whose call it bears; toxicity, %; measured here: cell loss, nuclei count;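 cell loss after 18 h compound exposure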
# An asterisk follows results filed as active; i = inactive; · = no result given. Only part of the results is shown; rates above refer to the full screens.
SMILES,Autophagy HCS,Autophagy HCS cell loss 18 h,M17LAP inhibition,Insulin prom up,Insulin prom up cell count,bCat nuc transl,bCat nuc transl cell count 5 µM,Dynein transport,Dynein transport cytoplasmic EGFP,Dynein transport nuclear GR-EGFP,Dynein transport cell count,MT stabilize HCS,MT stabilize HCS Hoechst-high %,MT stabilize HCS cytotoxicity %,NOD1 NF-kB reporter,Yfh1-off respiration,HEK293 NOD2/NF-kB
COC(=O)c1sccc1NS(=O)(=O)c1ccc(OC)cc1,i,-8.3,-0.1%,-0.9,988,-0.5,1148,0.891,-0.358,0.354,-0.226,13.2,12.2,32.2,18.1%,i,2.6%
O=C(Nc1cc([N+](=O)[O-])ccc1N1CCCC1)c1ccccc1,i,8.7,11.7%,0.41,1522,0.0,1555,0.201,-0.304,0.721,-0.138,3.0,3.3,8.3,-21.0%,i,13.8%
COc1ccc(OC)c(C2CC(=O)N3CN(c4cccc(Cl)c4C)CSC3=C2C#N)c1 (stereo not given),i,5.9,·,-0.52,900,·,·,2.01,-0.102,1.4,-0.945,5.8,2.1,3.8,-1.2%,i,8.9%
COc1ccc(C2c3c(ccc4ccccc34)Oc3ncn4nc(Cc5ccc(OC)c(OC)c5)nc4c32)cc1 (stereo not given),i,-3.5,-3.0%,-0.97,1410,-0.5,1083,0.054,-0.196,-0.0908,0.251,5.2,3.4,10.8,-11.3%,i,-5.8%
Cc1nc(-c2cn[nH]c2)c2cc(C)oc2n1,i,-9.6,21.1%,0.01,1125,0.1,1170,-0.157,-0.239,-0.0312,-0.0797,3.9,4.1,6.9,6.4%,·,4.0%
Cc1ccc2nc(C3CCN(C(=O)c4ccco4)CC3)[nH]c2c1,i,-1.1,2.0%,-1.27,1401,-8.6,943,-0.487,-0.229,-0.124,0.217,1.9,1.9,8.3,-16.6%,i,8.6%
COc1ccc(CC(=O)OCc2cc3ccc(C)cc3[nH]c2=O)cc1,i,0.8,-2.9%,1.24,1203,-1.0,785,-0.84,-0.227,-0.219,0.827,4.8,2.4,9.8,-16.5%,i,6.3%
O=c1c(Cl)c(N2CCN(c3ccc(F)cc3)CC2)cnn1C12CC3CC(CC(C3)C1)C2,i,-1.2,9.9%,0.1,1508,0.5,1165,0.547,-0.21,0.42,-0.28,3.2,2.4,3.0,-13.4%,i,9.3%
CCOC(=O)C1=C(C)NC2=C(C(=O)CCC2)C1c1ccc(O)c(OCC)c1 (stereo not given),i,5.4,9.3%,0.04,1188,3.0,508,1.02,-0.299,0.197,-0.527,3.3,1.9,4.2,-11.2%,i,-8.8%
COc1ccc(/C=C2/SC(c3ccc(C)cc3)=NC2=O)cc1OC,i,5.7,2.7%,0.04,1601,·,·,-0.851,1.6,-0.0708,0.334,6.1,6.2,8.5,-16.1%,i,9.5%
N#C/C(=C\c1ccc(O)c(O)c1)C(=O)NCCCc1ccccc1,i,12.4,35.6%,·,·,0.4,561,0.309,0.0959,0.396,-0.0618,4.5,3.3,5.3,2.4%,i,5.2%
O=[N+]([O-])c1cc(-c2cnc3ccccc3n2)ccc1Oc1ccc(F)cc1,i,-34.6,-3.5%,·,·,·,·,0.875,-0.234,0.704,0.84,1.7,1.6,9.6,-1.3%,i,-22.5%
CS(=O)(=O)N(CC(=O)O)c1ccc(Oc2ccccc2)cc1,i,7.5,-2.7%,0.08,1340,·,·,-0.362,-0.266,-0.119,0.779,2.3,2.1,3.8,-11.5%,i,10.8%
COc1ccccc1CNC(=O)C1CCN(Cc2nc(-c3cccc(Cl)c3)oc2C)CC1,i,-6.1,3.4%,2.33,877,-2.8,798,-0.877,-0.214,-0.404,0.74,2.6,1.6,4.3,-15.7%,i,18.1%
COC(=O)C(NC(C)=O)(Nc1nc2ccc(C)cc2s1)C(F)(F)F (stereo not given),i,23.2,13.7%,-0.04,833,·,·,0.476,-0.231,0.622,1.08,0.8,1.1,5.9,-34.5%,i,6.8%
O=C(Cn1c(=O)n(-c2ccc(F)cc2)c(=O)c2sccc21)c1ccccc1,i,-15.0,0.0%,-0.05,1501,1.1,990,-0.553,-0.269,-0.559,0.509,5.6,1.1,5.0,-13.1%,i,-4.1%
O=C(CSc1nnc(-c2ccccc2)n1C1CCCCC1)Nc1ccc(S(=O)(=O)Nc2ccccn2)cc1,i,-0.3,-9.7%,-0.66,1467,0.6,1289,-0.618,-0.192,-0.539,0.333,3.5,2.2,2.3,24.9%,i,23.9%
COc1ccc(C2Nc3cc(OC)ccc3-n3cccc32)cc1 (stereo not given),·,·,-2.8%,0.1,1468,0.5,1288,-0.685,-0.228,-0.552,1.04,·,·,·,0.6%,i,9.5%
COc1ccc2nc(NC(=O)CSc3nc(C)cc(=O)[nH]3)sc2c1,i,32.7,11.9%,·,·,-0.3,1012,-0.603,-0.225,0.201,0.0921,2.4,1.7,6.0,-12.5%,i,16.7%
C=CCC(Nc1ccccc1)c1cccc(OC)c1OC (stereo not given),·,·,3.6%,-0.62,1084,-0.1,1290,-0.648,-0.147,-0.341,0.631,·,·,·,-1.3%,i,8.5%
O=C(NCc1ccccc1)C(c1ccco1)N(C(=O)c1cnccn1)c1ccc(F)cc1 (stereo not given),i,0.4,8.2%,1.56,1545,0.4,1306,-0.427,-0.235,-0.422,0.29,3.2,1.4,4.1,7.6%,·,21.0%
C#CCOC(=O)Nc1cccn(Cc2c(Cl)cccc2Cl)c1=O,i,5.6,6.2%,0.01,1239,5.7,1336,-0.658,-0.122,0.338,0.815,51.4*,42.0*,36.0*,·,i,-35.1%
CCN(Cc1cnn(C)c1)C(=O)c1ccc(OC2CCN(S(=O)(=O)N(C)C)CC2)cc1,i,12.9,13.9%,0.49,1424,0.2,1032,-0.748,-0.183,-0.308,0.893,2.4,1.4,6.6,-9.9%,i,3.7%
C/C(=N\NC(=O)c1ccc(Br)cc1)C1C(=O)c2ccccc2C1=O,i,5.2,19.1%,0.1,885,-6.1,1163,-0.284,-0.0262,0.211,0.466,2.9,1.8,8.2,·,i,·
CCCCC[n+]1ccn(-c2nc3ccccc3nc2[N-]S(=O)(=O)c2ccccc2)c1,·,·,-2.1%,1.01,1041,0.1,1352,-0.423,-0.247,0.429,-0.0685,·,·,·,-7.4%,i,-2.4%
Cc1cc2c(c(=O)o1)C(C(C)C)C(C#N)=C(N)O2 (stereo not given),i,6.2,7.9%,0.4,1283,-6.3,1017,-1.08,0.0274,-0.273,0.474,4.7,2.2,6.1,-0.1%,i,6.9%
COCCn1c(C)cc2c(c1=O)C(c1ccccc1F)C(C#N)=C(N)O2 (stereo not given),i,-4.2,6.2%,-0.14,1705,0.3,1352,1.13,-0.172,0.284,-0.739,1.0,1.0,1.7,16.8%,i,24.9%
Cn1c(=O)c2[nH]c(COc3ccc(C(C)(C)C)cc3)nc2n(C)c1=O,·,·,4.8%,-0.38,1341,-1.2,1077,-0.604,-0.244,-0.329,0.56,·,·,·,34.1%*,i,12.8%
O=C1CC(c2ccccc2)CC(O)=C1C=Nc1ccc(Cl)cc1 (stereo not given),i,-5.0,1.8%,·,·,1.1,1216,-0.249,-0.0774,-0.0112,-0.235,2.9,3.0,5.8,-29.6%,i,3.0%
O=C(N/N=C/c1ccc2nccnc2c1)c1ccccc1O,·,·,-2.4%,·,·,-1.4,960,0.477,-0.165,0.031,-0.257,·,·,·,-3.3%,i,-56.2%
CCc1cc2c(=O)c(-c3nc4ccccc4n3C)c(CCCC(=O)O)oc2cc1OC(=O)C(C)(C)C,i,-3.0,32.7%,-0.58,1220,0.2,1075,-0.541,-0.322,-0.428,1.11,2.1,2.6,11.8,-24.4%,i,9.5%
CC(C)Cn1c(=O)c(C(=O)N/N=C/c2cccc(F)c2)c(O)c2ccccc21,i,-2.5,-11.7%,-1,735,-1.3,1164,0.76,-0.288,0.154,-0.513,4.3,3.0,7.7,-4.5%,i,16.0%
Cc1ccc(NC(=S)NCc2ccc3c(c2)cc(C)n3C)c(C)c1,i,4.3,0.5%,-0.04,1730,6.6,873,0.382,-0.199,0.0865,0.0805,3.8,3.6,3.0,-19.3%,i,-14.3%
COc1ccc([N+](=O)[O-])cc1N(CC(=O)NC(C(C)C)C(C)C)S(C)(=O)=O,i,16.2,7.9%,-0.38,1436,-0.8,997,-0.657,-0.317,-0.367,0.771,4.4,2.1,7.2,-23.0%,i,-15.6%
CC(=O)CCC(=O)NCCc1ccccc1F,i,0.5,-2.2%,-0.63,1211,0.7,1128,-0.499,-0.303,0.164,-0.162,4.2,3.9,6.6,-24.0%,i,-0.2%
COc1cc(OC)c(C(=O)NCCCn2ccnc2)cc1OC,i,80.7,0.1%,0.17,1145,1.9,1095,-1.1,-0.162,-0.718,-0.409,1.6,1.9,9.5,-13.6%,i,4.6%
O=C(COc1ccccc1)NCc1ccc2c(c1)OCO2,i,29.4,0.0%,-0.57,1259,-7.7,1047,0.543,-0.26,0.717,-1.35,4.6,2.2,3.3,0.0%,i,-10.9%
COc1ccccc1CN=C1NC(=O)C(CC(=O)Nc2ccc(OC)c(OC)c2)S1 (stereo not given),i,-5.8,6.2%,-1.15,1328,-2.7,1123,-0.768,0.0638,-0.147,0.00898,2.3,2.0,8.6,-24.5%,i,-2.3%
